# All columns: NCI-60 one-dose screen, growth in % after 48 h at 10 µM unless noted; 100 = growth as untreated, 0 = no growth, -100 = all killed.
# RXF 393 = RXF 393 renal cancer cells. AID 1794773. 77,000 tested, 6.9% active
# A498 = A498 renal cancer cells. 76,000 tested, 5.4% active. AID 1794774
# CAKI-1 = CAKI-1 renal cancer; 75,000 tested, 4.7% active; AID 1794772
# SN12C = SN12C renal cancer cells | 81,000 tested, 3.8% active
# ACHN = ACHN renal cancer; 81,000 tested, 4.9% active
# UO-31 = UO-31 renal cancer | 81,000 tested, 5.2% active
# U251 = U251 CNS tumor cells | 80,000 tested, 5.4% active | AID 1794753
# TK-10 = TK-10 renal cancer cells; 81,000 tested, 3.9% active; AID 1794769
# 786-0 = 786-0 renal cancer cells; 81,000 tested, 5.1% active; AID 1794775
# Numbers without * were called inactive; · = not tested or not shown; [ ] = another dose, or the depositor's remark. Rule for the calls: active = growth percent below 10; inactive = the rest.
SMILES,RXF 393,A498,CAKI-1,SN12C,ACHN,UO-31,U251,TK-10,786-0
CCCCCSc1ccc2nc(NC(=O)OCCC)sc2c1,29,11,32,57,43,52,·,70,31
COc1ccc2oc3c(C)c4c(c(C)c3c2c1)C(=O)N(CCN1CCOCC1)C4=O,86,102,98,86,99,79,89,96,89
Cn1cc(C2=C(c3coc4ccc(F)cc34)C(=O)NC2=O)c2ccccc21,78,87,56,93,88,52,83,96,70
C#Cc1cccc(NC(=O)c2ccccc2NC(=O)CCl)c1,97[8.25 µM],107[8.25 µM],88[8.25 µM],65[8.25 µM],92[8.25 µM],87[8.25 µM],75[8.25 µM],91[8.25 µM],88[8.25 µM]
C[C@H](Nc1nc(NCCc2ccccc2)nc2ccccc12)c1ccccc1,-90*,-69*,-86*,-95*,-97*,-96*,-78*,-94*,-87*
O=c1ccccn1O,106,105,102,102,107,96,104,111,107
CC(C)Nc1nc(N)nc2nc(-c3ccc(Cl)cc3)c(-c3ccc(Cl)cc3)nc12,108,93,95,100,98,92,96,99,102
COc1cc(/C=C2\C(=N)N=C(SCc3nc4ccccc4[nH]3)NC2=O)ccc1O,113,113,86,103,98,64,105,155,109
C=CNC(=O)C(=O)c1ccccc1NC(C)=O,107,·,95,103,98,92,99,86,96
CCCCN1C(=O)/C(=c2\sc3n(c2=O)C2C(NN=3)N(CC)C(=O)N2CC)c2cc(Cl)ccc21 (stereo not drawn),77,28,51,82,65,63,65,132,91
CCCNc1nnc(COc2ccc(CNC(=O)CCCC/C=C/C(C)C)cc2OC)o1,117,111,·,95,100,79,101,112,103
CCN(CC)CC(=O)Nc1c(C)cc(C(=O)NN)cc1C,110,100,96,98,107,85,98,102,106
CCc1c(OC)cc(OC)c(OC)c1O,114,125,93,107,110,82,107,106,101
C=CCc1c(O)c(C(=O)/C=C/c2ccccc2)c(OC)c2ccoc12,7.3*,-11*,13,57,52,51,27,39,71
C[C@]1(CCC(=O)O)C(=O)CC[C@@H]2[C@@H]1CC[C@@]1(C)[C@H]2CC[C@]1(C)O,128,·,109,103,103,82,95,108,109
CCOC(=O)c1ccc(NC(=O)CSC(N)=O)cc1,129,111,108,107,102,57,94,113,87
COc1ccc(-c2nc(SCC(C)C)nc(N/N=C(/C)c3ccc(O)cc3)c2C#N)cc1,76,55,87,87,87,55,79,85,90
Nc1ncnc2c1N=C(c1cccc(Nc3ccncc3)c1)CC(c1ccc(F)cc1)N2 (stereo not drawn),78,72,72,87,97,84,86,106,78
c1ccc(CSc2ncnc3n[nH]nc23)cc1,100,90,·,102,·,89,104,91,100
Cc1ccc(-c2nc(SCc3nc4ccc(C(=O)O)cc4[nH]3)[nH]c(=O)c2C#N)cc1,85,81,86,87,96,80,94,109,98
COC(=O)c1nc(=S)[nH]c(C(=O)OC)c1C(=O)c1ccc(O)c(OC)c1,116,157,87,103,102,78,104,119,120
CCOC(=O)CCC1(C(=O)OC)C(=O)CCCCC/C=C/1C(=O)OC (stereo not drawn),97,94,106,113,104,83,106,111,111
N/C(=N\c1nc2ccccc2s1)NC(=O)NC(c1ccccc1)c1ccccc1,104,96,63,81,88,61,83,109,94
CCC(C)NCc1ccccc1 (stereo not drawn),99,89,·,100,·,88,102,97,99
Cc1nn(C)c2ncnc(N/N=C/c3ccccc3)c12,120,83,98,97,103,101,105,126,97

# The listing continues:
SMILES,RXF 393,A498,CAKI-1,SN12C,ACHN,UO-31,U251,TK-10,786-0
O=C(CCc1nnc(Cn2cncn2)o1)c1nc2ccccc2[nH]1,121,96,102,93,113,92,103,108,104
CC(C)CC(C(=O)O)C(=O)O,120,·,87,106,103,86,103,108,100
O=S(=O)(Nc1ccsc1-c1nc(-c2ccccc2)no1)c1ccc(F)cc1,99,108,89,101,91,81,100,108,103
COCCn1cc(-c2nc(-c3c[nH]c4ncccc34)cs2)c2ccccc21,52,45,63,78,68,41,72,36,78
O=C(O)c1cnnn1-c1ccc(Cl)cc1,108,106,93,105,94,77,105,100,104
S=C(Nc1ccccc1)N1CCN(C(=S)Nc2ccccc2)CC1,133,106,89,99,101,40,100,120,85
O=C1/C(=C/c2ccccc2O)SC(=S)N1CCCN1CCOCC1,100,137,85,104,90,79,92,100,102
COC(=O)C(Cc1ccccc1OC)c1ccccc1 (stereo not drawn),116,66,99,93,102,91,89,85,95
NS(=O)(=O)c1ccc(CCn2c(-c3ccccc3)nc(-c3ccccc3)c2-c2ccccc2)cc1,89,102,81,95,102,79,102,122,102
Cc1cc2cccnc2c2ncccc12,13,24,13,22,18,27,17,12,19
COc1cc(-c2cc(N)n(-c3nc4ccccc4[nH]3)n2)c(OC)c2c1OCO2,100,89,86,116,111,91,102,93,86
CCOC(=O)CC/C(C)=N\Nc1ccc([N+](=O)[O-])cc1[N+](=O)[O-],110,104,88,103,88,70,97,92,99
Cc1ccc([N+](=O)[O-])c(N)c1,120,87,86,93,95,77,100,102,100
CC(=O)c1cccc(Nc2ccnc(SCC(=O)c3ccc(-c4ccccc4)cc3)n2)c1,·,60,77,87,88,60,97,107,100
CC(=O)OC[C@H]1O[C@H](OC(C)=O)[C@H](NC(=O)/C=C/CCl)[C@@H](OC(C)=O)[C@@H]1OC(C)=O,75,104,101,·,77,103,45,75,68
CC(=O)Oc1ccccc1OC(C)=O,86,93,64,80,78,44,85,82,84
CC(=O)/C=C/c1ccc(N(C)Cc2ccc(C(C)(C)C)cc2)cc1,106,88,·,91,98,78,90,115,97
CCOCC(=O)C(C#N)c1ccc(Cl)cc1 (stereo not drawn),107,97,100,100,112,97,100,111,99
C/C(=C\CSCC(=O)NC(Cc1ccc(O)c(O)c1)C(=O)O)CCCC(C)CCCC(C)CCCC(C)C (stereo not drawn),88,90,84,95,92,87,17,91,96
CC(=O)NNc1nc(C)c(C(/C=C/c2ccc(/C=C/C(=N\NC(=O)c3ccncc3)c3sc(NNC(C)=O)nc3C)cc2)=N/NC(=O)c2ccncc2)s1,115,113,98,98,94,87,·,135,98
CC(=O)CCN(Cc1ccccc1)Cc1ccccc1,141,98,102,94,110,92,98,111,134
O=C(/C=C/Nc1ccc(NS(=O)(=O)c2ncccn2)cc1)c1cc2c(ccc3ccccc32)oc1=O,123,105,·,102,109,91,91,121,100
O=C(Cc1cccc([N+](=O)[O-])c1)Nc1ccccc1,114,79,104,100,112,102,99,·,125
O=c1[nH]c2c(Cl)c(Cl)c(Cl)c(Cl)c2[nH]c1=O,107,101,97,100,94,82,95,114,99
CCCCCC(=O)Oc1ccc(/C(=C(\C)c2ccc(OC)cc2)c2ccc(OCCN3CCCCC3)cc2)cc1,70,92,·,74,74,56,45,93,47

# (list continues)
SMILES,RXF 393,A498,CAKI-1,SN12C,ACHN,UO-31,U251,TK-10,786-0
O[C@H]1[C@H]2c3cc4c(cc3CN3CCC(=C[C@@H]1O)[C@H]23)OCO4,19,51,28,19,9.2*,33,22,54,32
CC(C)C(=O)Nc1cccnc1,128,122,99,103,113,89,103,75,114
Fc1ccccc1-c1nnc2sc(-c3ccccc3)nn12,98,50,85,97,87,79,94,·,75
CCC1(c2ccccc2)NC(=O)N(C)C1=O (stereo not drawn),108,117,158,103,108,86,108,103,97
C=CCOC(=O)C1=C(C)NC2=C(C(=O)CCC2)C1c1cc(OC)ccc1OC (stereo not drawn),101,95,89,103,89,75,99,110,98
O=C(C1=Cc2cc3ccccc3n2Cc2cnnn21)c1ccccc1,55,72,58,50,75,65,33,73,69
CC(=O)N(C)O,107,111,92,103,104,86,92,96,95
O=C1CCC(NNS(=O)(=O)c2ccccc2)N1 (stereo not drawn),85,·,99,93,103,93,112,106,119
COc1ccc(C(=O)/C=C/c2cc(C(=O)c3cc(OC)c(OC)c(OC)c3)ccc2OC)cc1,73,93,·,69,41,54,52,107,89
C/C(=N\Nc1ncc(C(N)=O)c(N)n1)c1ccccc1,108,88,·,107,109,82,103,83,95
COc1ccc(NC(=O)Cn2c(=O)c3c(ncn3C)n(C)c2=O)cc1,117,100,93,103,108,83,97,101,101
CCOC(=O)C1=NN(c2ccccc2)C2=NC(=O)/C(=C(/C)c3cc4ccccc4o3)C(=O)N12,103,121,·,96,94,62,98,131,107
CCCCCCNC(=O)/C(=C/C=C/c1ccccc1)NC(=O)c1ccccc1,87,73,95,108,98,81,81,96,102
COc1ccc(-c2coc3ccc4ccccc4c3c2=O)cc1OC,117,82,112,86,100,70,106,104,99
COc1ccc(C2CC(n3nnnc3-c3ccccc3)=NN2)cc1 (stereo not drawn),102,·,8.6*,78,42,35,84,83,·
CC1=NN(c2ccc(S(=O)(=O)O)cc2)/C(=N/NC(N)=S)C1,100,·,108,104,94,85,100,106,105
COc1cc(-c2ccc(=O)oc2C#Cc2ccccc2)cc(OC)c1OC,78,117,84,55,81,58,79,125,48
COC(=O)CCCc1c[nH]c2ccccc12,120,91,96,128,97,76,86,86,100
COc1ccc(OC)c(/C=C2\Cc3c(Cl)cccc3C2=O)c1,123,130,99,95,105,92,85,·,80

# 17 compounds out of the list, arranged by heavy-atom count, falling.
SMILES,RXF 393,A498,CAKI-1,SN12C,ACHN,UO-31,U251,TK-10,786-0
C/C(=C\CSCC(=O)NC(Cc1ccc(O)c(O)c1)C(=O)O)CCCC(C)CCCC(C)CCCC(C)C (stereo not drawn),88,90,84,95,92,87,17,91,96
CCCNc1nnc(COc2ccc(CNC(=O)CCCC/C=C/C(C)C)cc2OC)o1,117,111,·,95,100,79,101,112,103
CC(=O)OC[C@H]1O[C@H](OC(C)=O)[C@H](NC(=O)/C=C/CCl)[C@@H](OC(C)=O)[C@@H]1OC(C)=O,75,104,101,·,77,103,45,75,68
COc1cc(/C=C2\C(=N)N=C(SCc3nc4ccccc4[nH]3)NC2=O)ccc1O,113,113,86,103,98,64,105,155,109
C=CCOC(=O)C1=C(C)NC2=C(C(=O)CCC2)C1c1cc(OC)ccc1OC (stereo not drawn),101,95,89,103,89,75,99,110,98
COCCn1cc(-c2nc(-c3c[nH]c4ncccc34)cs2)c2ccccc21,52,45,63,78,68,41,72,36,78
COc1ccc(NC(=O)Cn2c(=O)c3c(ncn3C)n(C)c2=O)cc1,117,100,93,103,108,83,97,101,101
CCOC(=O)CC/C(C)=N\Nc1ccc([N+](=O)[O-])cc1[N+](=O)[O-],110,104,88,103,88,70,97,92,99
O[C@H]1[C@H]2c3cc4c(cc3CN3CCC(=C[C@@H]1O)[C@H]23)OCO4,19,51,28,19,9.2*,33,22,54,32
COC(=O)C(Cc1ccccc1OC)c1ccccc1 (stereo not drawn),116,66,99,93,102,91,89,85,95
CCOC(=O)c1ccc(NC(=O)CSC(N)=O)cc1,129,111,108,107,102,57,94,113,87
c1ccc(CSc2ncnc3n[nH]nc23)cc1,100,90,·,102,·,89,104,91,100
COC(=O)CCCc1c[nH]c2ccccc12,120,91,96,128,97,76,86,86,100
CC(=O)Oc1ccccc1OC(C)=O,86,93,64,80,78,44,85,82,84
CCC(C)NCc1ccccc1 (stereo not drawn),99,89,·,100,·,88,102,97,99
Cc1ccc([N+](=O)[O-])c(N)c1,120,87,86,93,95,77,100,102,100
O=c1ccccn1O,106,105,102,102,107,96,104,111,107

# One compound at a time, from the list above. Values in the order: RXF 393 | A498 | CAKI-1 | SN12C | ACHN | UO-31 | U251 | TK-10 | 786-0
# `CCC1(c2ccccc2)NC(=O)N(C)C1=O` (stereo not drawn) as listed: 108 | 117 | 158 | 103 | 108 | 86 | 108 | 103 | 97
# `COc1cc(-c2ccc(=O)oc2C#Cc2ccccc2)cc(OC)c1OC` as listed: 78 | 117 | 84 | 55 | 81 | 58 | 79 | 125 | 48

# Compound activity (PubChem)
